SRC2 inh: human SRC2 (NCOA2) inhibition | Q15596 | HEK293 GAL4-SRC2 luciferase reporter, luminescence | inhibition, % at 9 µM | 0.17% of 370,000 active | AID 651957;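 active = inhibition above the mean inhibition of all tested compounds plus 3 SD, set per campaign, cut at about 52% in these data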;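 note: 0% = DMSO treated cells and 100% = cells given Gossypol at 36 µM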
COUP-TFII inh: NR2F2 (human) inhibition, primary screen. 0.7% of 370,000 active. inhibition, % at 8.6 µM. AID 686940. P24468. HEK293T NGFI-A luciferase reporter, luminescence;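 active = inhibition above a per-plate cutoff, mean inhibition of test wells between control levels plus 3 SD, cut at about 38% in these data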;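 note: cells cotransfected with COUP-TFII expression vector driving the NGFI-A reporter; 0% = median of COUP-TF2 test wells and 100% = reporter-only cells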
Target sequence (P24468 whole entry, looked up): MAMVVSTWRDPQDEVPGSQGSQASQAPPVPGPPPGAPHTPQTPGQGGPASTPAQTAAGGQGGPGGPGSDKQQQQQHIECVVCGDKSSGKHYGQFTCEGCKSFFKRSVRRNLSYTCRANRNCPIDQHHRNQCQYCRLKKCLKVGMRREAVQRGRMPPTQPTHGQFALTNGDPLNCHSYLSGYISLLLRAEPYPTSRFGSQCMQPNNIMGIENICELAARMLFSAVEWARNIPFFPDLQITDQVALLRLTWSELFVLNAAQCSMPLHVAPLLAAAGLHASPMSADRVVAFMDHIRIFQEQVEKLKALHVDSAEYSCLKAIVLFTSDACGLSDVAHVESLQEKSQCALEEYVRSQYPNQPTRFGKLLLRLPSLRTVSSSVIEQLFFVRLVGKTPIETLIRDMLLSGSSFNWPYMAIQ
* = called active by the depositor; & = joins results of further samples.

CCOC(=O)[C@]12CCCC=C1N(Cc1ccc(OC)cc1)C(=O)[C@@H]2CC(=O)NCc1cccc(C(F)(F)F)c1 was read as SRC2 inh -1 and COUP-TFII inh 21.
`C=CCNc1cccc2c1S(=O)(=O)N[C@H](C)CO2` gave SRC2 inh -29 and COUP-TFII inh -4.
O=C(NC1CCCCN(Cc2ccc(Cl)cc2)C1=O)c1ccc(F)c(F)c1 (stereo not drawn) was read as SRC2 inh 11 and COUP-TFII inh -9.
`COc1ccc(C(=O)OCCN2CCN(C3CN(Cc4cn(Cc5ccccc5C(F)(F)F)nn4)S(=O)(=O)C3)CC2)cc1OC` (stereo not drawn) gave SRC2 inh 14 and COUP-TFII inh 48*.
Screening CN(C)[C@@H]1CCN(c2ccc3c(c2)OCCCN(C2CC2)S3(=O)=O)C1 returned SRC2 inh -14 and COUP-TFII inh -10.
`CCN(CC)C(=O)CC[C@H]1CC[C@]2(CCCN(C(=O)c3ccccc3)C2)O1` gave SRC2 inh 25 and COUP-TFII inh -8.
`Cc1ccccc1C(=O)NC1CCCCN(Cc2cccc(Cl)c2)C1=O` (stereo not drawn) gave SRC2 inh -14 and COUP-TFII inh 22.
O=C(CCCCCN1C(=O)C2C3C=CC(C3)C2C1=O)Nc1ccc(Cl)cc1 (stereo not drawn) was read as SRC2 inh -8 and COUP-TFII inh 11.
For COC(=O)c1cccc(C23CC4(C2)[C@H](CN(Cc2cccnc2)[C@@H]4c2ccccc2)C3c2ccc(C(F)(F)F)cc2)c1 (stereo partly drawn) the results were SRC2 inh 6 and COUP-TFII inh 8.
`COC(C[C@H]1O[C@@H]1C(=O)COCc1ccccc1)OC` gave SRC2 inh 9 and COUP-TFII inh -32.
Screening CCOC(=O)Cn1c(=O)c2c(nc3n2CCN3c2ccc(C)cc2)n(C)c1=O returned SRC2 inh -1 and COUP-TFII inh 15.
`O=C(NCCc1ccc(Cl)cc1)c1ccc2c(c1)ncn2C1CCCCC1` gave SRC2 inh 10 and COUP-TFII inh -16.
For CSc1nc2c(=O)[nH]cnc2s1 the results were SRC2 inh -14 and COUP-TFII inh 11.
Cc1ccc(C2CCC3(CCC(=O)N3CCOC(=O)Nc3ccc(Br)cc3)CC2)cc1 (stereo not drawn) was read as SRC2 inh 6&8 and COUP-TFII inh 3&21.
Screening O=C(NN=Cc1ccccc1O)C(=O)Nc1ccc(F)cc1 returned SRC2 inh 16 and COUP-TFII inh -14.
Screening Cc1ccccc1C(=O)N(C)[C@H]1C[C@H]2c3[nH]c4c(-c5ccccc5)cccc4c3CCN2C(=O)[C@H]1[C@H](C)O returned SRC2 inh -39 and COUP-TFII inh 7.
Cc1ccc(-n2c(SCC(=O)Nc3ccc(S(=O)(=O)Nc4nccs4)cc3)nnc2-c2cccs2)cc1 was read as SRC2 inh -17 and COUP-TFII inh -10.
Screening CC(NC(=O)C=Cc1ccco1)C(=O)NC(Cc1ccccc1)C(N)=O (stereo not drawn) returned SRC2 inh -36 and COUP-TFII inh -4.
Screening NC(=O)CC[C@@H]1NC(=O)[C@@H]2CCCN2C(=O)c2cc([N+](=O)[O-])cc(I)c2NCCC[C@@H](C(=O)NC(CC(=O)O)C(N)=O)NC1=O (stereo partly drawn) returned SRC2 inh 12 and COUP-TFII inh 6.
COc1cccc2c1[C@H](/C=C/c1ccccc1)[C@@H]([C@H](O)CO)OC2 was read as SRC2 inh -16 and COUP-TFII inh 11.

Brought forward from above: 5 compounds, followed by the next part.
Screening Cc1ccccc1C(=O)N(C)[C@H]1C[C@H]2c3[nH]c4c(-c5ccccc5)cccc4c3CCN2C(=O)[C@H]1[C@H](C)O returned SRC2 inh -39 and COUP-TFII inh 7.
Cc1ccc(-n2c(SCC(=O)Nc3ccc(S(=O)(=O)Nc4nccs4)cc3)nnc2-c2cccs2)cc1 was read as SRC2 inh -17 and COUP-TFII inh -10.
Screening CC(NC(=O)C=Cc1ccco1)C(=O)NC(Cc1ccccc1)C(N)=O (stereo not drawn) returned SRC2 inh -36 and COUP-TFII inh -4.
Screening NC(=O)CC[C@@H]1NC(=O)[C@@H]2CCCN2C(=O)c2cc([N+](=O)[O-])cc(I)c2NCCC[C@@H](C(=O)NC(CC(=O)O)C(N)=O)NC1=O (stereo partly drawn) returned SRC2 inh 12 and COUP-TFII inh 6.
COc1cccc2c1[C@H](/C=C/c1ccccc1)[C@@H]([C@H](O)CO)OC2 was read as SRC2 inh -16 and COUP-TFII inh 11.
Screening COc1cccc(-c2ccc(=O)n(CC(=O)Nc3ccc(S(=O)(=O)NCC(C)C)cc3)n2)c1 returned SRC2 inh -4 and COUP-TFII inh 1.
`COCCCNC(=O)c1nnn2c1nc(N)c1cc(Cl)ccc12` gave SRC2 inh -37 and COUP-TFII inh -16.
COC(=O)Cc1nnn2c1[C@H](C)[C@@H](OC)c1ccc(C(F)(F)F)cc1-2 was read as SRC2 inh -9 and COUP-TFII inh 2.
For COC(=O)[C@@]1(Cc2ccc(F)cc2)[C@H]2c3cc(C(=O)N(C)C)n(Cc4ccccn4)c3C[C@H]2CN1C(=O)c1ccccc1 the results were SRC2 inh -15 and COUP-TFII inh -23.
`COc1ccc(N2CCCN(CC(=O)Nc3ccccc3C)CC2)cc1` gave SRC2 inh 16 and COUP-TFII inh 15.
For CCCN(CCC)Cc1cc(=O)oc2ccccc12 the results were SRC2 inh -2 and COUP-TFII inh 21.
Screening COc1ccc(CNC(=O)c2sc3nc(C)c(Cl)c(C)c3c2N)cc1 returned SRC2 inh 13 and COUP-TFII inh -13.
CCCCCCN1CCS(=O)(=O)N(Cc2ccc(F)cc2)C(C(=O)OC)C1 (stereo not drawn) was read as SRC2 inh -22 and COUP-TFII inh 3.
For OCCC(N1CCOCC1)C(O)(c1ccccc1)c1ccccc1 (stereo not drawn) the results were SRC2 inh -8 and COUP-TFII inh -4.
Screening COc1ccc(CNS(=O)(=O)CC2NCc3ccc(C)cc32)cc1 (stereo not drawn) returned SRC2 inh -6 and COUP-TFII inh 3.
`CC(C)CCNC(=O)C1CCCN(C(=O)c2ccc3c(c2)NC(=O)CS3)C1` (stereo not drawn) gave SRC2 inh 0 and COUP-TFII inh -2.
CCN(CC)c1ccc(C=Nn2c(-c3ccc(F)cc3)n[nH]c2=S)c(O)c1 was read as SRC2 inh 20 and COUP-TFII inh -2.
`COC(=O)C1CN(C2CCCC2)CCS(=O)(=O)N1Cc1ccc(OC)cc1` (stereo not drawn) gave SRC2 inh 20 and COUP-TFII inh 8.
Screening CCCC[C@@H]1C(=O)N2N=Cc3cc(C)c(C)cc3[C@H]2N2N=Cc3cc(C)c(C)cc3[C@@H]12 returned SRC2 inh 2 and COUP-TFII inh 15.
`O=C(C(=O)N1CCC(CNS(=O)(=O)c2ccc(OC(F)(F)F)cc2)CC1)c1cc2ccccc2o1` gave SRC2 inh 10 and COUP-TFII inh 14.
For Cc1ccc(Cn2nnc3c2-c2ccccc2S(=O)(=O)N(C(C)(C)C)C3)cc1 the results were SRC2 inh -10 and COUP-TFII inh 7.
CCCCCCCCN1C(=O)[C@@H](CC(=O)NCCC(C)C)C[C@@]2(C(=O)OC)C1=C[C@H](C(C)(C)C)O[C@@H]2C was read as SRC2 inh -43 and COUP-TFII inh -9.
For O=C(N[C@H](Cc1ccccc1)C(=O)N1CCN(c2ccc(Cl)cn2)CC1)[C@H]1O[C@@H](n2ccc(=O)[nH]c2=O)[C@H](O)[C@@H]1O the results were SRC2 inh -17 and COUP-TFII inh -4.
For CCS(=O)(=O)Nc1ccc2c(c1)C(=O)N(C)[C@@H]1CC[C@H](CC(=O)OC)O[C@H]1CO2 the results were SRC2 inh -20 and COUP-TFII inh 6.
For COC(=O)C1CN(C2CCCC2)CCS(=O)(=O)N1Cc1ccc(Cl)cc1 (stereo not drawn) the results were SRC2 inh 10 and COUP-TFII inh 19.
Screening CN1C(=O)c2cc(NC(=O)Cc3ccccc3)ccc2OC[C@H]2O[C@H](CC(=O)O)CC[C@H]21 returned SRC2 inh 14 and COUP-TFII inh 14.
Nc1[nH]c(C(=O)c2ccccc2)c(-c2cccc(C(F)(F)F)c2)c1C(=O)NCCc1c[nH]c2ccccc12 was read as SRC2 inh -1 and COUP-TFII inh 16.
CCn1c2ccccc2c2cc(NC(=O)COC(=O)c3cccc(F)c3F)ccc21 was read as SRC2 inh 2 and COUP-TFII inh -11.
CC(C)[C@H](NC(=O)c1ccccc1)C(=O)N1CCC[C@H]1C(=O)NCCc1ccccc1Cl was read as SRC2 inh -14 and COUP-TFII inh -3.
For O=C(/C=C(\Nc1cc(Cl)c(F)c(Cl)c1)c1ccccc1)c1ccccc1 the results were SRC2 inh -6 and COUP-TFII inh -10.
Screening Cc1ccccc1Cn1cc(COC(=O)N2CCOCC2)nn1 returned SRC2 inh -10 and COUP-TFII inh -5.
O=C(C1CCCN1S(=O)(=O)c1ccc(Cl)s1)N1CCN(c2ccccc2)CC1 (stereo not drawn) was read as SRC2 inh 11 and COUP-TFII inh -12.
For O=C(CSc1nnc(-c2cnccn2)n1-c1ccccc1)Nc1ccc2c(c1)OCCO2 the results were SRC2 inh 1 and COUP-TFII inh 0.
Screening Cn1c(=O)cc(SCC(=O)Nc2ccccn2)c2ccccc21 returned SRC2 inh 1 and COUP-TFII inh -6.
`COC(=O)C1=C(C)N(Cc2cccc(C(F)(F)F)c2)C(=NCc2ccc3c(c2)OCO3)NC1c1cccc(Cl)c1` (stereo not drawn) gave SRC2 inh 12 and COUP-TFII inh -2.
`COC(=O)c1ccc(S(=O)(=O)N2CCC(NC(=O)CCc3ccccc3)CC2)cc1` gave SRC2 inh -7 and COUP-TFII inh -4.
Cc1ccc(C(=O)N(C)[C@H]2C[C@H]3c4[nH]c5c(-c6cccc(C)c6)cccc5c4CCN3C[C@H]2[C@H](C)O)cc1 was read as SRC2 inh 5 and COUP-TFII inh 16.
Cc1cccc(CN2CCSCCS2(=O)=O)c1 was read as SRC2 inh 2 and COUP-TFII inh -17.
For CCCCOCCCNC(=O)C[C@@H]1C(=O)N(Cc2ccc(OC)cc2)/C2=C/CCCCC[C@@]21C(=O)OCC the results were SRC2 inh -16 and COUP-TFII inh -2.
CCN1CCCCC(NC(=O)c2ccc(C)cc2)C1=O (stereo not drawn) was read as SRC2 inh -17 and COUP-TFII inh -18.
`COc1ccc(C(C(=O)N(C)C2CCCC2)N(Cc2ccc(F)cc2)C(=O)c2csc3ccc(Cl)cc23)cc1OC` (stereo not drawn) gave SRC2 inh 6 and COUP-TFII inh 9.
CC(C)(C)c1ccc(S(=O)(=O)NCC2CCN(C(=O)C(=O)c3cccs3)CC2)cc1 was read as SRC2 inh -12 and COUP-TFII inh 4.
For CC(C)n1nc(C(=O)N2CCN(S(=O)(=O)c3cccs3)CC2)c2ccccc2c1=O the results were SRC2 inh 15 and COUP-TFII inh 17.
Fc1ccc2cnc(-c3ccsc3)cc2c1 was read as SRC2 inh -46 and COUP-TFII inh -18.
For COc1ccc(CN2CCC(CNC(=O)NC3CCC(C)CC3)CC2)cc1 (stereo not drawn) the results were SRC2 inh -59 and COUP-TFII inh -8.
`C[C@@H](CO)NC(=O)c1[nH]cnc1C(=O)Nc1ccccc1` gave SRC2 inh 20 and COUP-TFII inh 12.
`O=C(Cc1c[nH]c2ccccc12)Nc1ccc(Nc2cccnc2)c(-c2ccc(OC(F)(F)F)cc2)c1` gave SRC2 inh 14 and COUP-TFII inh 13.
Screening C=CCOC(=O)C1=C(C)N=c2sc(=C3C(=O)N(CC(=O)O)c4ccccc43)c(=O)n2C1c1ccc(OC)cc1 (stereo not drawn) returned SRC2 inh 1 and COUP-TFII inh 21.
`CCN(CC)c1nc(C)nc2c1nnn2Cc1ccccc1` gave SRC2 inh -9 and COUP-TFII inh -19.
Screening C=CCN1C(=O)[C@@H](CC(=O)NCCCOC)[C@]2(C(=O)OCC)CCCCC/C=C/12 returned SRC2 inh -51 and COUP-TFII inh 15.
For CCOC(=O)C1=NOC(C(=O)Nc2cc(C)cc(C)c2)(C(=O)C2CC2)C1 (stereo not drawn) the results were SRC2 inh 0 and COUP-TFII inh 7.
C[C@@H]1COc2cc(N3CCCC3)ccc2S(=O)(=O)N1 was read as SRC2 inh -13 and COUP-TFII inh -2.
Screening Cc1ccccc1Cn1cc(CN2[C@H](Cc3ccccc3)COc3cc(Br)ccc3S2(=O)=O)nn1 returned SRC2 inh 11 and COUP-TFII inh 4.
C[C@H]1Cn2cnc(C(=O)N3CCN(c4ccccc4)CC3)c2C(=O)N1 was read as SRC2 inh 12 and COUP-TFII inh -7.

3 entries already listed, ordered by heavy-atom count, falling:
Screening C=CCOC(=O)C1=C(C)N=c2sc(=C3C(=O)N(CC(=O)O)c4ccccc43)c(=O)n2C1c1ccc(OC)cc1 (stereo not drawn) returned SRC2 inh 1 and COUP-TFII inh 21.
Screening C=CCN1C(=O)[C@@H](CC(=O)NCCCOC)[C@]2(C(=O)OCC)CCCCC/C=C/12 returned SRC2 inh -51 and COUP-TFII inh 15.
C[C@@H]1COc2cc(N3CCCC3)ccc2S(=O)(=O)N1 was read as SRC2 inh -13 and COUP-TFII inh -2.

Screening results from PubChem.

Only part of the results is shown; the hit share may differ from the screen's.
